Bioassay records deposited in PubChem by several laboratories.
core dimer inh = HCV core protein dimerization inhibition; actives 0.33% (n = 300,000); inhibition, % at 5 µM; AID 1899; TR-FRET GST/Flag-core106 dimerization, 1536-well;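 active = inhibition above the mean of all tested compounds plus 3 SD, set per screening campaign, cut at about 45% in these data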
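Assay system: tagged HCV core106 pair (GST and Flag); medium: KF-containing HEPES buffer, pH 7.45, DTT, CHAPS, BSA; also added: Eu donor and XL665 acceptor anti-tag antibodies; dosing: 5 µM single dose; timing: compound-protein-antibody incubation 4 h at 22.5 °C; signal: TR-FRET 671 and 617 nm emission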
JMJD2C inh = human JMJD2C demethylase inhibition | Q9H3R0 | GST-JMJD2C(1-420) H3K9me3 demethylation, DELFIA europium | inhibition, % at 2.35 µM | actives 0.069% (n = 330,000) | AID 2099;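 active = more than half of a compound's replicate wells show inhibition beyond 50%, single wells judged on their own value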;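 also: signal counts dimethyl H3K9 product captured on neutravidin plate; 0% = median of DMSO wells and 100% = 0.3 times that DMSO median; strong numbers were not always called active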
Target sequence (Q9H3R0 1-420 limits assumed): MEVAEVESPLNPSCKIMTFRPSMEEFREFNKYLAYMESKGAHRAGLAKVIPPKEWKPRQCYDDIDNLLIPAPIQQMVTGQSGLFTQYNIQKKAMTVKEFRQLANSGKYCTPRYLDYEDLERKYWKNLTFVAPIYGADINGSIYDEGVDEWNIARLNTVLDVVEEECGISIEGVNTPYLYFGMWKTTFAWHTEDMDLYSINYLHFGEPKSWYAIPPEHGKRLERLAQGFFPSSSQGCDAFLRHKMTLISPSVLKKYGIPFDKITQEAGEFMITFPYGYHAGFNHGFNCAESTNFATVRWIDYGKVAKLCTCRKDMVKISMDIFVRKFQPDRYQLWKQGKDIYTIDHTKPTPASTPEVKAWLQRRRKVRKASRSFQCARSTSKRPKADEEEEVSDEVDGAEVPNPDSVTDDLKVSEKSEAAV
proCasp3 act = procaspase-3 (human) activation; recombinant procaspase-3 D3A, Ac-DEVD-pNA absorbance 405 nm; AID 463141; P42574; activation, % at 8.5 µM; actives 0.11% (n = 330,000);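 active = activation above the mean of all tested compounds plus 3 SD, cut at about 21% in these data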;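 also: 0% = DMSO alone and 100% = DMSO wells spiked with extra 5 µM PC-3 D3A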
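Test system: Procaspase-3 D3A mutant, all three cleavage aspartates alanine | Dosing: Single dose, 8.5 µM nominal compound, 0.8% DMSO | Schedule: 1 h preincubation, 2 h reaction | Technique: 405 nm absorbance of p-nitroaniline, reads at 0 and 120 min | Repeats: One well per compound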
GRK2 inh = inhibitors of human GRK2 displacing RNA aptamer; bead flow cytometry, FAM-aptamer displacement from GRK2; P25098; AID 488847; actives 0.59% (n = 330,000); inhibition of aptamer binding, % at 10 µM;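 active = inhibition of aptamer binding above 40%, roughly 3 SD of noise, on plates passing a quality check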;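 also: median bead fluorescence of bound FAM aptamer so fluorescent compounds give negative values; no value below 0 was filed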
PP1 counter = PP1-alpha (human) inhibition in PP5 counter-screen; actives 0.9% (n = 320,000); purified PP1alpha, OMFP fluorescence; P62136; inhibition, % at 6.7 µM;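 active = inhibition above the mean inhibition of all tested compounds plus 3 SD, computed separately for each screening campaign, cut at about 15% in these data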
CTSL1 counter = cathepsin L1 inhibition, PFM18AAP counter-screen; actives 0.49% (n = 300,000); inhibition, % at 5.96 µM; AID 1906; recombinant F. hepatica cathepsin L1, Z-Leu-Arg-MCA fluorescence;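 active = inhibition above the mean of all tested compounds plus 3 SD, set per screening campaign, cut at about 17% in these data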;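 also: 0% = plate median of test compound wells and 100% = 1 µM Z-Phe-Ala-diazomethylketone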
PP5 primary = PP5 (human) phosphatase inhibition; inhibition, % at 6.7 µM; AID 1987; actives 0.18% (n = 320,000); purified PP5c, OMFP substrate fluorescence; P53041;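 active = inhibition above the campaign's mean inhibition across all tested compounds plus 3 SD, cut at about 9.5% in these data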;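 also: 0% = DMSO only and 100% = 100 µM cantharidin control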
Target sequence (P53041 whole entry, looked up): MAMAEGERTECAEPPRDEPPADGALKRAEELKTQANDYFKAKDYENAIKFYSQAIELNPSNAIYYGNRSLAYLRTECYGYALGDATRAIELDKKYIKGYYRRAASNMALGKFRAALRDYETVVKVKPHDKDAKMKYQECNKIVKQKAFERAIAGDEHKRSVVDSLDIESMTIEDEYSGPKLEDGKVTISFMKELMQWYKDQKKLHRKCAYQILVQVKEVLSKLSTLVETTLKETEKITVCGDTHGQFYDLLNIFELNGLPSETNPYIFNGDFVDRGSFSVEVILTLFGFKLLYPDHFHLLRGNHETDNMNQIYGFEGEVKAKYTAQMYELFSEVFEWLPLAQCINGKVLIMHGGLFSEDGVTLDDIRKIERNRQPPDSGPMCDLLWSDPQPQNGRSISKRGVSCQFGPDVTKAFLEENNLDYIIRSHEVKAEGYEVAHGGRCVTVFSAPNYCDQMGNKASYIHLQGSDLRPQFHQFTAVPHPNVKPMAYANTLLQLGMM
VLA-4 inh = inhibition in a human VLA-4 binding assay; P13612; VLA-4 expressing cells, ligand binding flow cytometry; inhibition, % (about 7 µM as worked out from the volumes in the protocol); actives 0.2% (n = 330,000); AID 2557; in the data active = inhibition above about 50%
procasp7 counter = counter-screen: procaspase-7 (human) activation; activation, % at 8.5 µM; P55210; recombinant procaspase-7, Ac-DEVD-pNA absorbance 405 nm; D23A/D198A/D206A triple mutant, cannot self-cleave; scale: DMSO 0, 5 µM enzyme 100; AID 463210; actives 0.093% (n = 330,000);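 active = percent activation above the screen-wide mean plus 3 SD, cut at about 25% in these data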
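Assay system – Uncleavable procaspase-7 mutant enzyme · Quantity – 2 µM procaspase-7 mutant as dispensed · Times – 1 h preincubation, 2 h reaction · Dosing – single nominal 8.5 µM compound dose, 0.8% DMSO final · Buffer or medium – Zinc-free 50 mM HEPES buffer, pH 7.4, with NaCl and Triton X-100 · Detection – Epi-absorbance of released pNA at 405 nm, two timepoints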
An asterisk follows results filed as active; . = not tested or not shown; & = joins results of further samples.

Order of values: core dimer inh	JMJD2C inh	proCasp3 act	GRK2 inh	PP1 counter	CTSL1 counter	PP5 primary	VLA-4 inh	procasp7 counter
Cc1cc(NC(=O)CCN2C(=O)c3ccccc3C2=O)no1
    3	7	2	0	-2	2	0.0	19	11
CCCCN1CC(=O)N2[C@H](c3ccc(Cl)cc3)[C@@H]3C(=O)N(CC)C(=O)[C@@H]3[C@]2(C)C1=O
    -6	-4	0	0	3	-1	1.3	7	5
Cc1cccc2nc(-c3cccc(NC(=O)c4ccc(Cl)cc4)c3)cn12
    4	-14	16	0	4	0	1.3	-15	1
Cc1nn(-c2ccccc2)c(C)c1NC(=O)COC(=O)Cc1cccc(C(F)(F)F)c1
    4	-3	13	2	-1	0	-1.1	-12	6
CCc1c(C)nc(SCC(=O)NNC(=O)Cc2ccc(OC)cc2)[nH]c1=O
    -3	2	-3	0	-3	18*	0.3	20	1
O=S(=O)(c1ccc(Br)cc1)N1CCN=C1SCc1cccc(F)c1
    3	0	1	0	0	-1	3.0	4	3
O=C(O)Cn1nnnc1-c1ccc(F)cc1
    1	-2	-7	0	-6	-3	-1.9	11	7
CCOCCCNC(=O)C(Cc1ccccc1)NC(=O)c1ccco1 (stereo not drawn)
    0	12	0	0	1	1	-0.6	23	5
CC1CN(c2oc(-c3ccco3)nc2C#N)CC(C)O1 (stereo not drawn)
    -1	8	4	0	0	3	-0.4	-5	-1
CCOc1ccc(Br)cc1S(=O)(=O)Nc1ccc(C(=O)OCC(=O)Nc2ccc(C#N)cc2)cc1
    6	-1	0	1	-5	3	3.1	8	-3
CCc1ccc(NC(=O)C(C)Sc2nnc(CN3CCCC3)o2)cc1 (stereo not drawn)
    .	-3	13	5	-2	.	0.3	4	-7
CCCn1c(=O)c(C(=O)NNS(=O)(=O)c2ccc(NC(=O)OC)cc2)c(O)c2ccccc21
    13	11	-1	0	2	-3	0.9	5	5
COc1ccc(N2CC(C(=O)Nc3ccc(N4CCOCC4)cc3)CC2=O)cc1 (stereo not drawn)
    -5	11	8	1	-4	-2	0.7	-1	17
CC12CN3CC(C)(CN(C1)C3c1ccc(Cl)cc1)C2 (stereo not drawn)
    1	14	2	2	-2	-1	-0.7	7	8
COC(=O)CCCC1=CC2=CC(=O)C(C)(OC(=O)c3cccs3)C(=O)C2=CN1CC1CC1 (stereo not drawn)
    -6	-5	-7	6	-3	13	5.3	8	-4
Cc1cc(C)n(C(=O)c2cccc(S(=O)(=O)N3CCCC3)c2)n1
    -3	9	1	1	-4	1	0.5	-26	-10
COc1ccc(S(=O)(=O)Nc2ccncc2)c(C)c1C
    1	-9	-6	5	0	2	1.7	1	-5
O=C(Nc1ccccc1)Nc1ccc(Oc2ncnc3cc(Cl)ccc23)nc1
    -1	-8	-12	3	-3	-3	1.0	2	3
COc1ccc(-n2c(Cn3nc(C(F)(F)F)cc3C)n[nH]c2=S)cc1
    -9	-1	-6	5	-1	3	3.2	3	-3
COC(=O)C(Cc1ccccc1)NC(=O)CC(C)CC(=O)Nc1ccc(OC)cc1OC (stereo not drawn)
    1	3	-1	2	1	-9	0.7	-5	8
c1ccc(CSc2nnc(-c3c[nH]c4ccccc34)o2)cc1
    -12	-18	10	2	4	0	5.0	7	3
CCc1nc(SCC(=O)c2c[nH]c3ccccc23)n[nH]1
    -21	-4	4	0	1	-1	1.2	-33	5
O=C(COC(=O)C1CC(O)CN1S(=O)(=O)c1ccc(Cl)cc1)c1cccc(Cl)c1 (stereo not drawn)
    2	5	-5	0	-1	-1	-2.4	3	1
CCOc1ccc(C)cc1S(=O)(=O)n1nc(C)cc1C
    -2	-6	7	1	-2	-6	-0.9	15	-3
O=C(CN1C(=O)NC(c2ccccc2)(c2ccccc2)C1=O)NCCNCCO
    -15	-1	1	0	1	-3	-0.3	12	1
CCCSc1nsc(SCCC)c1C#N
    -2	-2	7	0	-1	-2	3.4	-5	9
O=c1[nH]c(Cc2ccccc2Cl)nc2ccccc12
    -4	0	2	1	-4	0	1.2	9	4
Cc1nc2c(-c3ccc(F)cc3)c(C)[nH]n2c(=O)c1Cl
    1	11	-4	5	4	-4	0.8	-4	2
CCc1ccc(C(=O)Nc2nc(C)cs2)s1
    1	-17	-4	1	-6	3	0.2	-1	-10
CSc1nc(NCc2ccco2)c2ccccc2n1
    2	61	-5	0	-5	-3	1.1	-6	5
COc1ccc(C(=O)n2cnnc2N)cc1
    -7	-5	-2	1	-2	3	0.2	2	8
COc1ccc(-c2nn(-c3ccccc3)cc2CN(C)CCn2ccnc2C)c(F)c1
    -4	7	7	0	0	-5	1.9	-2	1
C/C(=N\Nc1ccc([N+](=O)[O-])cc1)c1ccc(-n2nncc2C(C)(C)C)cc1
    9	5	4	0	-7	-1	1.1	22	5
O=C(CSc1nc(=O)n(CCCN2CCOCC2)c2c1CCC2)Nc1ccc([N+](=O)[O-])cc1
    7	-13	-7	1	5	7	0.6	20	2
COc1ccc(N(CC(=O)N2CCN(Cc3ccccc3)CC2)S(C)(=O)=O)cc1OC
    9	-2	7	0	0	-3	0.5	17	-5
COCCn1c(SCC(=O)Nc2ccc(OC)c(S(N)(=O)=O)c2)nc2ccccc21
    0	2	1	2	-2	2	0.1	3	2
COc1ccc(NC(=O)COC(=O)c2cc(Cl)ccc2O)cc1S(=O)(=O)N1CCCCC1
    .	-2	6	3	-2	.	0.4	31	6
O=C(c1ccco1)N1CCN(S(=O)(=O)c2c(Cl)cccc2Cl)CC1
    8	-1	7	0	-2	7	-0.5	14	4
Clc1ccc(-c2nn3cnnc3s2)c(Cl)c1
    -1	2	9	1	0	2	-1.6	3	10
O=[N+]([O-])/C=C/c1cn(Cc2ccc(Cl)cc2)c2ccccc12
    5	0	-15	4	16*	2	1.6	-102	-7
CCn1ncc(N2CCOCC2)c(Cl)c1=O
    5	5	5	0	-1	-1	-0.2	12	7
COc1ccc(NC(C)=O)cc1NC(=O)CSc1nnc(-c2cccnc2)n1C
    -7	-6	2	0	0	-3	2.5	8	11
CCOc1ccccc1-n1c(SCC(=O)N(C(C)C)C(C)C)nnc1-c1cccnc1
    -33	13&3	-3	0	3	3	-0.4	-1	9
CCCc1nc(NCc2ccncc2)c2nnn(Cc3ccccc3F)c2n1
    1	9	-2	0	5	-1	5.1	-5	3
CCn1nc(C)c(C2C(C#N)=C(N)Oc3n[nH]c(C)c32)c1C (stereo not drawn)
    -4	-1	8	0	-1	0	4.7	6	1
COc1ccc(/C=c2\s/c(=C/C(=O)c3ccc(C)cc3)[nH]c2=O)cc1OC
    -2	5	-5	0	0	4	2.6	-21	-17
CC1(C)CNC(=O)c2sc(NC(=O)c3ccccc3)nc2C1
    0	9	-8	2	4	0	4.4	16	7
NC(=O)CC(NC(=O)c1cccc(Br)c1)c1ccc(NC2CCN(Cc3ccccc3)CC2)c([N+](=O)[O-])c1 (stereo not drawn)
    -4	4	4	1	0	-3	1.9	3	0
O=C1NC[C@@H](Cc2cccc3ccccc23)N(CCc2cc(C(F)(F)F)cc(C(F)(F)F)c2)C1=O
    -3	-3	-5	3	15	3	7.0	-12	0
Cc1ccc(C(=O)COC(=O)CCC(=O)NC2CCCCC2)cc1[N+](=O)[O-]
    -4	-8	5	0	-3	-11	-1.0	3	0
CCN(CC)S(=O)(=O)c1ccc(N2CCN(c3ccccc3OC)CC2)c(N)c1
    13	-3	1	1	5	-2	2.0	9	-9
COCCNC(=S)N/N=C(\C)c1ccc(Cl)c(Cl)c1Cl
    2	-6	-3	1	-1	4	-0.1	2	-6
COc1ccc(OC)c(NC(=O)Cn2cc(C#N)c3ccccc32)c1
    -3	-12	10	3	0	6	8.0	-5	-6
O=C(O)CC1(O)C(=O)N(Cc2ccccc2)c2ccccc21 (stereo not drawn)
    -2	4	-11	0	2	2	-5.4	0	-5
CN1CCN(C(=O)C23CC4CC(C2)CC(c2ccccc2)(C4)C3)CC1
    -5	-18	-1	0	-3	-1	-0.7	-3	9
CCOC(=O)CSc1nnc(Cc2cc(=O)[nH]c(=O)[nH]2)n1-c1cccc(OC)c1
    -5	-5	-2	0	-1	0	2.0	0	13
O=c1c2ccccc2nnn1CSc1nnc(-c2cccs2)n1Cc1ccccc1
    6	0	2	0	1	-8	2.9	27	9
CC(C)CC(C(=O)NCC1CCCO1)N(C(=O)Cn1nnc(-c2ccc(F)cc2)n1)c1ccccc1F (stereo not drawn)
    5	-18	-4	1	-6	-2	4.8	0	15
O=C(Cn1cccc1C(=O)c1ccccc1)NCc1cccs1
    1	-2	-2	5	1	0	0.3	14	3
CC1(C)CC2CC(C)(CN2C(=O)COC(=O)c2cccc(O)c2)C1 (stereo not drawn)
    .	-5	10	1	-2	.	0.4	12	5

Next section:
Order of values: core dimer inh	JMJD2C inh	proCasp3 act	GRK2 inh	PP1 counter	CTSL1 counter	PP5 primary	VLA-4 inh	procasp7 counter
CN(c1ccc(C(=O)NCCSCc2ccco2)cc1)S(C)(=O)=O
    0	.	-3	0	2	0	4.1	4	-4
Cc1ccccc1C(=O)NNC(=O)c1cccc([N+](=O)[O-])c1
    2	3	0	60*	-2	-2	-0.8	-7	6
Cc1ccc(NC(=O)c2ccc(N3CCOCC3)c([N+](=O)[O-])c2)cc1S(=O)(=O)N1CCOCC1
    -15	5	3	0	-3	6	3.4	0	5
COC(=O)c1sccc1NC(=O)COc1cccc(C)c1
    3	-4	2	0	0	-1	0.9	1	2
CCCCOC(=O)c1ccc(NC(=O)C(=O)NCc2ccccn2)cc1
    0	0	0	.	-2	-1	0.6	-2	6
COc1ccc(CNCCNC(=O)c2cccs2)cc1OC
    -4	-3	2	3	-1	1	4.2	65*	4
CCC(=O)/C=C1\Sc2ccc(OC)cc2N1CC
    -6	15	-5	4	-8	6	3.4	8	-11
C=CCN1C(=O)C(Cc2cccc(Cl)c2)SC1=Nc1ccc(C(=O)O)cc1 (stereo not drawn)
    0	4	4	3	-1	-2	2.1	6	6

Four compounds drawn at random from those above:
Order of values: core dimer inh	JMJD2C inh	proCasp3 act	GRK2 inh	PP1 counter	CTSL1 counter	PP5 primary	VLA-4 inh	procasp7 counter
CN(c1ccc(C(=O)NCCSCc2ccco2)cc1)S(C)(=O)=O
    0	.	-3	0	2	0	4.1	4	-4
C=CCN1C(=O)C(Cc2cccc(Cl)c2)SC1=Nc1ccc(C(=O)O)cc1 (stereo not drawn)
    0	4	4	3	-1	-2	2.1	6	6
CCC(=O)/C=C1\Sc2ccc(OC)cc2N1CC
    -6	15	-5	4	-8	6	3.4	8	-11
Cc1ccc(NC(=O)c2ccc(N3CCOCC3)c([N+](=O)[O-])c2)cc1S(=O)(=O)N1CCOCC1
    -15	5	3	0	-3	6	3.4	0	5
